# INS promoter inh: TRM-6 insulin promoter activity inhibition. TRM-6 cells (human fetal islet line), insulin promoter-eGFP reporter, imaging; reporter expression induced with tamoxifen. inhibition, % at 2 µM. actives 0.9% (n = 130,000). AID 1273;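 active = inhibition above the mean plus 3 SD, with well images judged a real hit on visual review, cut at about 60% in these data, passing the limit was not always enough; inconclusive = inhibition over the cutoff but images rejected on review; inactive = inhibition not above the cutoff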
# SDO1 yeast rescue: sdo1-depleted yeast growth rescue; S. cerevisiae sdo1-depleted JHY4D growth rescue, OD600 30 h; stronger effect = higher value; pdr5 snq2 efflux-pump mutant strain; AID 817; z-score at 10 µM; actives 0.21% (n = 140,000);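 active = z-score above 3 at both the 24 hr and the 30 hr optical density reads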;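 note: z-score against mean and SD of all compound wells on the same plate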
# SDO1 yeast rescue Rescue 24 h: second read-out of SDO1 yeast rescue, no call of its own (marks repeat the call); z-score; S. cerevisiae sdo1-depleted JHY4D growth rescue, OD600; measured here: growth rescue at 24 h;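 0 is the plate mean of compound wells and units are plate SD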
# * marks the source's active call; other numbers are inactive results; i = inactive; ? = inconclusive; . = not tested or not shown. This is a subset; rates above refer to the full screens.
compound | INS promoter inh | SDO1 yeast rescue | SDO1 yeast rescue Rescue 24 h
COc1ccc(-n2c(=O)cc(N3CCN(c4ccccc4OC)CC3)[nH]c2=O)cc1 | -28 | 0.86 | 0.52
CCCc1nnc(NC(=O)CCC(=O)NCCc2ccc(OC)c(OC)c2)s1 | 15 | 0.34 | -0.11
COc1cc(CNCc2cccs2)ccc1OCc1ccccc1 | . | -0.72 | -0.89
Cc1cc(=O)oc2cc(Oc3ncccn3)ccc12 | -40 | -0.6 | -0.94
Cc1cccc(CN2CCN(C(c3ccccc3)c3ccc(Cl)cc3)CC2)c1 (stereo not given) | 14 | -2.1 | -1.4
Cn1nc(-c2ccc(C(=O)NCC3CCCO3)cc2)c2ccccc2c1=O (stereo not given) | 40 | . | .
CCNC(=S)N1CCN(S(=O)(=O)c2cccc(C(F)(F)F)c2)CC1 | -23 | 2.2 | 3.1
Cc1cccc(NC(=O)CN2CCN(CC(=O)Nc3cccc(C)c3)CC2)c1 | . | 0.09 | 0.04
O=C(NC1CCN(C(=O)N2c3ccccc3Sc3ccccc32)CC1)c1ccccc1F | -32 | -1.9 | -1.6
CC(=O)Nc1cccc(-c2csc(Nc3ccccn3)n2)c1 | -21 | -0.92 | -0.58
CC(OC(=O)c1nsc(Cl)c1Cl)C(=O)NCc1ccco1 (stereo not given) | -8 | -0.85 | -1.1
CCC(c1nnc(SCCNCCO)n1CCN1CCOCC1)N(C)C (stereo not given) | . | 0.05 | -0.45
O=C(Nc1cccc(S(=O)(=O)N2CCCCCC2)c1)c1ccc2ccccc2n1 | . | 1.5 | 2.1
O=[N+]([O-])c1ccc(NCCCNS(=O)(=O)c2ccc(Cl)cc2)c(Cl)c1 | . | -2.1 | -1.4
O=S(=O)(c1ccc2c(c1)OCCO2)N1CCC(O)(c2ccc(Cl)cc2)CC1 | . | -1 | -0.72
CC(=O)c1ccc(-n2c(-c3cc(-c4ccsc4)n[nH]3)n[nH]c2=S)cc1 | -27 | . | .
O=C(COC(=O)c1cccc(S(=O)(=O)N2CCc3ccccc32)c1)Nc1ccc(Cl)cn1 | . | -0.47 | -1.3
Cc1cc(NC(=O)Cn2nc(C(F)(F)F)c3c2CCC3)n(-c2ccccc2)n1 | . | 0.04 | -0.1
CCCCC(=O)Nc1ccc2c(c1)OCCO2 | 48 | 0.95 | 0.91
C(=C\c1ccccc1)/CN1CCN(Cc2ccc3c(c2)OCCO3)CC1 | -18 | -1.2 | -0.86

# Following part:
compound | INS promoter inh | SDO1 yeast rescue | SDO1 yeast rescue Rescue 24 h
O=C(c1ccc([N+](=O)[O-])c(CS(=O)(=O)c2ccc(Cl)cc2)c1)N1CCCC1 | -36 | . | .
Cc1ccn2cc(CCNC(=O)c3ccc(Br)o3)nc2c1 | . | 0.21 | -0.27
O=S(=O)(/C=C/c1ccccc1)Nc1ccc(F)cc1 | -56 | . | .
CCOc1ccc(NC(=O)c2cc3cc4ccc(C)cc4nc3o2)cc1 | -29 | . | .
Cc1cc(=O)oc(C)c1C(=O)NCCCN1CCN(c2ccc(F)cc2)CC1 | -9 | 1.3 | 0.18
COc1ccc(C(=O)Nc2ccc(OC)c([N+](=O)[O-])c2)cc1Br | 18 | . | .
CC(=O)N1CCN(CC(=O)Nc2c(Cl)cccc2Cl)CC1 | 16 | 0.94 | 0.48
COCCn1nnnc1CN(CCc1ccc(OC)c(OC)c1)Cc1cc2ccc(C)cc2[nH]c1=O | . | 0.61 | 0.62
CS(=O)(=O)N(CC(N)=O)c1ccc(F)c(Cl)c1 | -186 | 0.16 | -0.48
Nc1nnnn1/N=C/c1cccc(OCc2ccccc2Cl)c1 | 33 | -0.29 | 1.7
Cc1ccccc1NCCNc1ccccc1C | -61 | -0.17 | -0.91
CS(=O)(=O)N1N=C(c2ccco2)CC1c1ccc(Br)cc1 (stereo not given) | 21 | 2.4 | 2.6
c1ccc(CSc2ccc3nnc(-c4cccnc4)n3n2)cc1 | -6 | -0.69 | -1.1
CCOC(=O)c1cc2sc(C)cc2n1CC(=O)NCc1ccc(F)cc1 | ? | 0.4 | 0.08
CCNC(=O)CSc1nnc(-c2ccccc2Br)n1-c1cccc(C(F)(F)F)c1 | -19 | -0.26 | -0.7
Cc1cc2c(cc1C)C(c1ccccc1Br)CC(=O)N2 (stereo not given) | 24 | -1.3 | 0.04
Cn1c(SCC(=O)Nc2ncc(C(F)(F)F)cc2Cl)nnc1-c1ccc(Cl)cc1 | -40 | -0.68 | 0.14
CCCN(CC(=O)Nc1ccc(F)c(F)c1F)Cc1cc(=O)n2ccsc2n1 | -43 | . | .
COC(=O)C1=NNC2(c3ccc(C)cc3)C(=O)N(c3cccc(C)c3C)C(=O)C12 (stereo not given) | -20 | -0.3 | 0.24
N#CC(C#N)=C1C=C2C=C(N3CCOCC3)CCC2CC1 (stereo not given) | i | . | .

# Reprinted from the part before: 4 compounds, then new ones.
compound | INS promoter inh | SDO1 yeast rescue | SDO1 yeast rescue Rescue 24 h
Cn1c(SCC(=O)Nc2ncc(C(F)(F)F)cc2Cl)nnc1-c1ccc(Cl)cc1 | -40 | -0.68 | 0.14
CCCN(CC(=O)Nc1ccc(F)c(F)c1F)Cc1cc(=O)n2ccsc2n1 | -43 | . | .
COC(=O)C1=NNC2(c3ccc(C)cc3)C(=O)N(c3cccc(C)c3C)C(=O)C12 (stereo not given) | -20 | -0.3 | 0.24
N#CC(C#N)=C1C=C2C=C(N3CCOCC3)CCC2CC1 (stereo not given) | i | . | .
O=C(CCNS(=O)(=O)c1cccc2nsnc12)NCCc1ccccc1 | . | -0.83 | -1.4
COc1ccc(C=O)cc1OS(=O)(=O)c1ccc(NC(C)=O)cc1 | 17 | 0.67 | 0.21
CC(SC1CCCC1)C(=O)NC(C)(C#N)C(C)C (stereo not given) | -11 | -0.4 | -0.94
N#Cc1ccccc1Sc1ccccc1C(=O)OCC(=O)NC12CC3CC(CC(C3)C1)C2 | -26 | -0.47 | -0.15
Cc1cc(C(=O)N2CCN(c3ccccn3)CC2)c(C)o1 | -142 | 1.1 | 0.78
COCC(=O)Nc1cc(OC)cc(OC)c1 | 43 | 0.53 | 0.73
Cc1cc(C)cc(NC(=S)NCC2CCCO2)c1 (stereo not given) | -46 | 1 | 0.81
CNC(=S)N1N=C(c2ccc(C)cc2)CC1c1ccc(OC)cc1 (stereo not given) | 33 | -0.95 | -0.36
Cc1ccc(/C=C/c2nnc(-c3ccc(C)cc3)o2)cc1 | . | 0 | 0.78
CSc1nc2ccccc2cc1/C=C(\C#N)c1cccc(C)c1 | -14 | 0.25 | 0.48
Cc1ccc(S(=O)(=O)CCC(=O)NCCN2C(=O)S/C(=C/c3ccc(F)cc3)C2=O)cc1 | 0 | -0.67 | -0.79
Cc1cccc(S(=O)(=O)c2c(N)n(/N=C/c3ccco3)c3nc4ccccc4nc23)c1 | . | -1.5 | -0.49
CCOC(=O)C1=C(N)N2C(=O)CSC2=C(C(=O)OC)C1 | 64 | 0.22 | -0.4
O=C(NNc1cccc(Cl)n1)C1CC1 | 46 | . | .
Cc1cccc2nc(CSc3nc4ccc([N+](=O)[O-])cc4[nH]3)c(Br)n12 | . | -1.6 | -1.9
CCOC(=O)C1C2C=CC3(CN(c4ccccc4CC)C(=O)C13)O2 (stereo not given) | -30 | . | .
CCOC(=O)CSC1=Nc2ccccc2C2=NC(CC(=O)NCc3ccc4c(c3)OCO4)C(=O)N12 (stereo not given) | 22 | -0.44 | -1.1
O=C(NC1CCN(C(=O)Nc2ccccc2)CC1)C1CCCCC1 | . | 1.1 | -0.14
CCN(CC)S(=O)(=O)c1cc(C)ccc1NC(=S)Nc1cccnc1 | -57 | . | .
O=C(NCCCn1ccnc1)C(=O)NC1CCCCC1 | 27 | . | .

# New compounds follow.
compound | INS promoter inh | SDO1 yeast rescue | SDO1 yeast rescue Rescue 24 h
Cc1cccc(C)c1NC(=S)NC(=O)c1ccccc1F | -40 | -0.49 | -0.88
CC(C)(c1ccccc1)c1ccc(OCC(O)CNC2CCN(Cc3ccccc3)CC2)cc1 (stereo not given) | 11 | . | .
Cc1cc(NC(=S)N(CCN2CCOCC2)Cc2ccccc2F)ccc1Cl | -50 | . | .
COC(=O)COc1ccc(Oc2cc(C)nc(SC)n2)nn1 | 0 | 0.63 | 0.39
CCOC(=O)/C=C1\SCC(=O)N1CC(O)CN1C(=O)CS/C1=C\C(=O)OCC | -18 | 2 | 2.1
O=C(Nc1c(-c2ccccc2)nc2c(Br)cc(Br)cn12)c1ccco1 | . | 0.13 | 0.24
COc1ccc(-n2c(SCC(=O)Nc3nccs3)nnc2-c2ccccc2)cc1 | 48 | 1.9 | 0.71
O=C(NCc1ccc(Cl)cc1)C1CCN(S(=O)(=O)c2cc([N+](=O)[O-])ccc2Cl)CC1 | . | 9.3 | 2.4
CCc1ccc(C(=O)OCC(=O)Nc2cccc(S(=O)(=O)NC3=NCCCCC3)c2)cc1 | 31 | 0.16 | -0.07
O=C(COc1ccc(F)cc1)N(CC1=CCS(=O)(=O)C1)c1ccccc1 | 14 | -0.23 | -0.76
O=C(c1cccs1)N1CCN=C1SCc1ccccc1 | -52 | 0.87 | 0.72
CC(C)(C)CC(C)(C)NCC(O)COc1c(F)cc(Br)cc1F (stereo not given) | -41 | -0.51 | 0.29
CCOC(=O)/C=C1\NC2(CCCCC2)Cc2cc(OC)c(OC)cc21 | -37 | . | .
Cc1cnc(NC(=O)[C@H](C)N2C(=O)C3CCCCC3C2=O)s1 (stereo not given in full) | -75 | . | .
Cc1cccc(NC(=O)Nc2cc(C)cc(C)n2)c1 | 21 | . | .
O=C(CN1CCN(c2ccccn2)CC1)Nc1cccc(C(F)(F)F)c1 | 3 | 0.15 | 0.08
CC(C)OC(=O)CSc1nnc(-c2ccccn2)n1-c1ccccc1 | -18 | -0.4 | -0.71
CC(=O)c1cc(-c2ccccc2)n(CCC(=O)NC2CCCCC2)c1C | -16 | -0.58 | -0.95
CCOC(=O)c1ccccc1NC(=O)COc1cc(=O)n(CC)c2ccccc12 | -307 | -1.3 | 0.47
Cc1ccccc1Nc1cc(C)c2c(O)cccc2n1 | 41 | -0.42 | 0.15

# (next part)
# Results follow in this order: INS promoter inh | SDO1 yeast rescue | SDO1 yeast rescue Rescue 24 h
> COC(=O)c1c(NC(=O)CN2C(=O)NC(CCc3ccccc3)C2=O)sc2c1CCCCC2 (stereo not given)
    45 | 0.43 | 0.79
> COc1ccc(C(=O)Nn2c(SCC(=O)NC3CCCC3)nc3ccccc3c2=O)cc1
    29 | -0.04 | -0.3
> CC(C)(C)c1ccc(C(=O)Nc2nnc(Cc3c[nH]c4ccccc34)s2)cc1
    -100 | 0.55 | 1.9
> Cc1c(NC(=O)CSc2nnnn2Cc2ccccc2)c(=O)n(-c2ccccc2)n1C
    -46 | -0.34 | -0.73
> CCN(c1ccccc1)S(=O)(=O)c1ccc(OC)c(NC(=O)CNC)c1
    56 | . | .
> COC(CNC(=O)[C@H](CSCc1ccccc1)N1Cc2ccccc2C1=O)OC
    13 | . | .
> NS(=O)(=O)c1ccc(CNC(=O)/C=C/c2ccccc2)cc1
    -2 | 0.31 | -0.32
> O=C(Nc1ccc(OCC(=O)N2CCN(S(=O)(=O)c3ccccc3)CC2)cc1)c1ccco1
    . | 0.08 | -0.47
> Cc1ccccc1NC(=S)NC(NC(=O)C(C)(C)C)C(Cl)(Cl)Cl (stereo not given)
    -29 | -1.3 | -1.4
> COc1ccc2oc(-c3ccc(C)c(NC(=O)c4ccc(N5CCOCC5)c([N+](=O)[O-])c4)c3)nc2c1
    -27 | 0.49 | 1.5
> Cc1ccc(N2C(=O)N(CC(=O)N(C)Cc3ccccc3)C(=O)C2C)cc1 (stereo not given)
    -66 | 0.86 | 0.41
> CCOc1ccc(/C=N/n2c(SC)nnc2-c2ccccc2)cc1OCC
    23 | -0.33 | -0.3
> COc1ccc(-c2cc(OC)c3ccccc3n2)cc1
    31 | -1 | -0.94
> COc1cc(/C=N/NC(=O)C(Cc2c[nH]c3ccccc23)NC(=O)OCc2ccccc2)cc([N+](=O)[O-])c1O (stereo not given)
    -23 | 0.67 | 0.74
> C/C(=N/NC(=O)c1cc(C2CC2)[nH]n1)c1cccs1
    -26 | 1.1 | 0.55
> CCOC(=O)C1=NOC(C(=O)NN(C)c2ncc(C(F)(F)F)cc2Cl)C1 (stereo not given)
    -19 | . | .
> O=C(NCCOCC(F)(F)C(F)F)c1cc(F)c(F)cc1Cl
    16 | 1.2 | 1.5
> O=C(Nc1cccc2nsnc12)c1ccc2c(c1)OCCO2
    . | 0.13 | -0.18
> CCc1cccc(C)c1NC(=O)CSc1nc(-c2ccccc2F)nc2nc[nH]c12
    23 | 1 | 1.9
> COc1cccc(OC)c1C(=O)OCC(=O)/C(C#N)=C(\C)N
    14 | . | .
> COc1cc(NC(=S)NCc2ccc(S(N)(=O)=O)cc2)cc(OC)c1
    17 | . | .
> CCCn1c(SCC(=O)Nc2cc(C)on2)nc2c1c(=O)n(C)c(=O)n2C
    -1 | . | .
> COC(=O)c1ccc(COc2cc([N+](=O)[O-])cc3cccnc23)o1
    40 | . | .
> COC(=O)c1cc(OC)c(OC)cc1NC(=O)Nc1ccc(OC)cc1OC
    -70 | 1.6 | 0.94
> CCCn1c(CN2CCN(C(=O)c3ccco3)CC2)nc2c1c(=O)n(C)c(=O)n2C
    . | 0.18 | -0.94
> O=C(NC1CC2CCC1C2)C1COc2ccccc2O1 (stereo not given)
    -25 | -0.41 | -0.55
> CCOc1ccc(/C=N/OC(C)C(=O)NCc2ccc3c(c2)OCO3)cc1 (stereo not given)
    -62 | -0.08 | -0.05
> CNc1ccc(/C=C/C(=O)c2ccc(C)cc2)cc1[N+](=O)[O-]
    . | -0.79 | -0.55
> CCOC(=O)NCN1C(=O)C2C3C=CC(C3)C2C1=O (stereo not given)
    29 | -0.27 | -0.88
> CCCOC(=O)CCn1c(=S)oc2ccccc21
    . | -0.61 | 0.03

# High-throughput results (PubChem BioAssay)
